From PubChem BioAssay
hERG WT inh – qHTS for Inhibitors of KCHN2 3.1: Wildtype qHTS; activity change, % at 1.84 µM; actives 0.37% (n = 340,000); U2OS, BacMam KCNH2, thallium flux FluxOr; stronger effect = lower value; Voltage-gated inwardly rectifying potassium channel KCNH2 (Homo sapiens), Q12809;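 active means maximum activity change below -70%; inconclusive means maximum activity change between -70% and -50%; inactive means maximum activity change above -50%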; further: on the % scale 0 is the no-effect control and ±100 the full control effect
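U2OS cells transduced with wild-type KCNH2 virus are loaded with FluxOr dye for 45 min, and thallium flux is measured in kinetic reads before and after stimulation buffer. Rate constants are normalized to DMSO controls.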
Coupling enz – qHTS Assay for Inhibitors of Fructose-1,6-bisphosphate Aldolase from Giardia Lamblia: Coupling assay counterscreen | coupling enzyme system counterscreen, AmpLite Red fluorescence | activity change, negative = inhibition, % at 58.2 µM, hits read low | actives 0.67% (n = 290,000) | AID 2472, 2010; in the data active means activity change below about -30%; further: on the % scale 0 is the no-effect control and ±100 the full control effect
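Counterscreen of the coupled detection system alone, without aldolase: glyceraldehyde-3-phosphate coupling enzymes plus AmpLite Red readout. Compounds at 57.5 uM final, 10 min RT preincubation, 20 min RT reaction, fluorescence 525/598 nm.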
TRPV1 ag – HTS Assay for Compounds that Act as Agonists of the Vanilloid Receptor 1; Transient receptor potential cation channel subfamily V member 1 (Homo sapiens), Q8NER1; activation, % at 8.33 µM; TRPV1-expressing cells, Fluo-8 calcium influx, agonist mode; actives 0.19% (n = 320,000); in the data active means activation above about 80%; inconclusive means between about 30% and that limit; further: 0% is about no effect
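TRPV1-expressing cells were cultured overnight at 35.5C and loaded with Fluo-8 calcium dye for 40 to 90 min at room temperature. After a 10 s baseline, compound was added and calcium influx was read kinetically for 3 min (ex 480/em 520 nm).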
a7 integrin act – qHTS for Activators of Integrin-Mediated Alleviation for Muscular Dystrophy; alpha7betagal myoblasts, beta-gal FDG fluorescence, 48 h; Potency, µM (doses to about 38.3 µM), inactives show at the highest dose activation, actives largely listed as activators; actives 0.064% (n = 350,000);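 further: potency means the concentration at half of the fitted maximal effect; 100% = response of the positive control SU9516; nearly all actives have a fitted effect of over 60% in size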
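Alpha7betagal+/- myoblasts (passage 13) were plated 16-24 hr, then exposed to compounds (1:260 dilution of DMSO stock) for 48 hours at 37C. After MPER lysis, β-galactosidase reporter activity was read as FDG fluorescence (ex 480/em 540) after 30 minutes.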
MBNL1 CUG block – qHTS Assay for Inhibitors of MBNL1-poly(CUG) RNA binding; Muscleblind-like protein 1 (Homo sapiens), Q9NR56; TR-FRET MBNL1-His/biotin-(CUG)12 binding, 665/545 ratio; Potency, µM (highest dose often 57.5 µM), without a hit: top-dose activity change, negative = inhibition, most hits filed as inhibitors; actives 0.036% (n = 280,000); active means well fitted inhibition curve with a large enough effect in the signal ratio, with a control signal flat, not every such curve was filed as active; inconclusive means small, poorly fitted or top-dose-only effect, or effect the other way, or a change in a side signal; inactive means no such curve, though single readings can be large or run the other way; the % refers to the signal ratio; further: potency means the concentration at half of the fitted maximal effect; on the % scale 0 is the no-effect control and ±100 the full control effect
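Compound titration spanned 92 nM–58 uM against the MBNL1-His/biotin-(CUG)12 complex. After 60 min at room temperature with 5 nM streptavidin-XL665 and 0.055 ng/ul terbium anti-His, ratiometric 665/545 nm emission (Ex 340 nm) normalized to controls.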
S-ASM inh – Inhibitors of Secretory Acid Sphingomyelinase (S-ASM): qHTS. actives 0.006% (n = 340,000). Sphingomyelin phosphodiesterase (Homo sapiens), P17405. Potency, µM (doses to about 57.5 µM), inactives show at the top dose activity change, negative = inhibition, hits mostly inhibitors. placental ASM, HMU-PC fluorogenic substrate, 60 min; further: potency means the concentration at half of the fitted maximal effect
Target sequence (P17405 47-631 limits assumed): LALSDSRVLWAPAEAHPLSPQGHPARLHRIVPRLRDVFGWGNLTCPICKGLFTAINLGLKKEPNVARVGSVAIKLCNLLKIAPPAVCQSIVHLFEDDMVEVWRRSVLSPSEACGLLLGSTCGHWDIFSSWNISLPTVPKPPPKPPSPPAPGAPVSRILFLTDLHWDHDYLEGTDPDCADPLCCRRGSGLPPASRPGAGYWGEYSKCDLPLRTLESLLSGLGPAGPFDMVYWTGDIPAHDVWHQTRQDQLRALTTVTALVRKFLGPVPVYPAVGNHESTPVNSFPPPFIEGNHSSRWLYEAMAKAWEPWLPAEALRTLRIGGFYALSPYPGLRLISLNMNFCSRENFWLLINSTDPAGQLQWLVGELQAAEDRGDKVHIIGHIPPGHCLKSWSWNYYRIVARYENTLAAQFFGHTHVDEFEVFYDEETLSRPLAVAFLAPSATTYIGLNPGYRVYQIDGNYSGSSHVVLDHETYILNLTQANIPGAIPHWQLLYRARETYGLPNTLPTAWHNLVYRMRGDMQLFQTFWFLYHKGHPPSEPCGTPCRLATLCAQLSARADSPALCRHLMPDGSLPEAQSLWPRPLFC
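Fluorogenic HMU-PC substrate (9 uM final) is turned over by placental ASM in 60 min at 37 C after a 10 min compound preincubation. Reaction ended by alkaline stop (pH 10), with fluorescence read at 386/447 nm.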
A-T KAP1 phos – qHTS Assay for Identifying a Potential Treatment of Ataxia-Telangiectasia; Potency, µM (highest dose often 57.5 µM), inactives show at the top dose activation, hits mostly activators; […] A-T fibroblasts, KAP-1 phosphorylation AlphaLISA; neocarzinostatin DNA damage 30 min before lysis; AID 485349, 2010; actives 0.19% (n = 320,000); further: potency means the concentration at half of the fitted maximal effect; % of control where 0% means no effect; nearly all actives have a fitted effect of over 45% in size
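hTERT-immortalized A-T patient fibroblasts ([…]), 500 cells/well in OPTI-MEM, 1% FBS, got compounds for 60 min, then NCS for 30 min at 37C. Lysates were then assayed for phospho-KAP-1 by AlphaLISA (anti-pKAP1 donor, anti-KAP1 acceptor beads), 6 hr at 25C.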
CXXC DNA block – qHTS Fluorescence Polarization Assay for Inhibitors of MLL CXXC domain - DNA interaction. MLL-CXXC / FITC-HOXA9 DNA fluorescence polarization. actives 0.037% (n = 290,000). Histone-lysine N-methyltransferase 2A (Homo sapiens), Q03164. Potency, µM (doses to about 115 µM), for the others: top-dose activity change, negative = inhibition, most hits filed as inhibitors; active means well fitted inhibition curve with a large enough effect in the polarisation, with a control signal flat, not every such curve was filed as active; inconclusive means small, poorly fitted or top-dose-only effect, or effect the other way, or a change in a side signal; inactive means no such curve, though single readings can be large or run the other way; the % refers to the polarisation; further: potency means the concentration at half of the fitted maximal effect
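Purified MLL-CXXC (added from a 7 uM solution) was preincubated 5 min at ambient with pinned compounds in 50 mM Tris-HCl pH 7.5, 50 mM NaCl, 1 mM DTT, 0.05% BSA. Fluorescein-labeled HOX-A9 DNA (50 nM solution) followed, 30 min, then polarization read.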
GALK inh – qHTS Assay for Inhibitors of Human Galactokinase (GALK); Purified GALK, Kinase-Glo residual ATP luminescence; Potency, µM (doses to about 57.5 µM), inactives show at the top dose activity change, negative = inhibition, hits mostly inhibitors; actives 0.007% (n = 270,000); further: potency means the concentration at half of the fitted maximal effect; on the % scale 0 is the no-effect control and ±100 the full control effect
Target sequence (P51570 whole entry, looked up): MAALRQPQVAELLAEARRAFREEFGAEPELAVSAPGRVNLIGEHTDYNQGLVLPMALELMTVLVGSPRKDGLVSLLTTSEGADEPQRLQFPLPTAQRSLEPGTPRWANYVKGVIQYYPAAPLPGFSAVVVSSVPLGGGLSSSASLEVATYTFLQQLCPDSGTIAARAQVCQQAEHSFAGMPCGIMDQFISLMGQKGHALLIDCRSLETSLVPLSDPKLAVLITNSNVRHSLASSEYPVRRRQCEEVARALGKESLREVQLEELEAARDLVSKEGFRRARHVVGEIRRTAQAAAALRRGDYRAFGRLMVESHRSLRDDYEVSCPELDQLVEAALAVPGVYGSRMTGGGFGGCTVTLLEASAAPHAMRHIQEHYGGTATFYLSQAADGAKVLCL
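The enzyme phosphorylates galactose (100 uM) using ATP (35 uM); inhibition is detected as higher residual ATP, quantified by bioluminescence after 1 h reaction at room temperature, pH 8.0.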
KCNH2 3.1 block – qHTS for Inhibitors of KCHN2 3.1: Mutant qHTS. Potassium voltage-gated channel subfamily H member 2, brain isoform KCNH2 3.1 (human). U2OS KCNH2 3.1, thallium flux FluxOr; stronger effect = lower value. activity change, % (tested at about 1.8 µM). actives 0.95% (n = 340,000). AID 720553, 2013;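 active means maximum activity change below -70%; inconclusive means maximum activity change from -70% to -50%; inactive means maximum activity change above -50%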;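 further: thallium influx rate constant from kinetic fluorescence after stimulation buffer; on the % scale 0 is the no-effect control and ±100 the full control effect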
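Kinetic fluorescence (2 min after stimulation buffer) measures Tl+ influx through KCNH2 3.1 expressed by viral transduction in U2OS cells; the rate constant is normalized against DMSO controls serving as positive and negative references.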
Numbers without * were called inactive; & = joins results of further samples; [ ] = another dose, or the depositor's remark. Unless noted, the call rests on the fitted dose curve; in most records, active means well fitted curve in the direction sought with a large enough effect; inconclusive means small, poorly fitted or top-dose-only effect, or another doubt; inactive means no such curve, though single readings can be large; an effect the other way counts as inactive or inconclusive.

What do the screens show for `CCNC(=O)NC(=O)CSc1ccc(S(=O)(=O)N2CCOCC2)cn1`?
hERG WT inh: 6; a7 integrin act: 9%; S-ASM inh: 0%; A-T KAP1 phos: 2%; KCNH2 3.1 block: 12

What do the screens show for `O=S(=O)(c1ccc(F)cc1)N1CCCC(c2nc(-c3ccc(F)cc3)no2)C1` (stereo not given)?
hERG WT inh: -4; TRPV1 ag: 1; a7 integrin act: 10%; S-ASM inh: -1%; A-T KAP1 phos: 13%; KCNH2 3.1 block: 4

How did CC(OC(=O)C1CC1)C(=O)Nc1cc(C(F)(F)F)ccc1Cl (stereo not given) do in these assays?
hERG WT inh: 3; Coupling enz: 0; TRPV1 ag: -4; a7 integrin act: 10%; MBNL1 CUG block: 3%; S-ASM inh: 1%; A-T KAP1 phos: 0%; CXXC DNA block: 42%[activator]; GALK inh: 1%; KCNH2 3.1 block: -4

Results for O=C(COC(=O)COc1ccccc1)NCc1ccc2c(c1)OCO2 ?
hERG WT inh: 1; a7 integrin act: -17%; S-ASM inh: 2%; A-T KAP1 phos: 10%; KCNH2 3.1 block: 8

Results for O=C(N[C@@H](c1ccccc1)[C@@H]1C[C@H]1C(=O)NCc1ccccn1)OCc1ccccc1 ?
hERG WT inh: 31; Coupling enz: 1&0; TRPV1 ag: 1; a7 integrin act: 3%; MBNL1 CUG block: -14%; S-ASM inh: 4%; A-T KAP1 phos: 2%; CXXC DNA block: 11%; KCNH2 3.1 block: -2

Results for Cc1ccc(C(=O)OCC(=O)NC2CCCCC2)cc1S(=O)(=O)N1CCCCC1 ?
hERG WT inh: -6; TRPV1 ag: 12; a7 integrin act: -21%; S-ASM inh: 4%; A-T KAP1 phos: 0%; KCNH2 3.1 block: 14

What do the screens show for `COc1ccc(NC(=O)N2CCC(c3nc4ccccc4[nH]3)CC2)cc1`?
hERG WT inh: 3; Coupling enz: 0; TRPV1 ag: 19; a7 integrin act: -12%; MBNL1 CUG block: -7%; S-ASM inh: 1%; A-T KAP1 phos: -2%; CXXC DNA block: 9%; GALK inh: -2%; KCNH2 3.1 block: 2

What do the screens show for `COc1ccc(N(CC(=O)NCc2ccc(F)cc2)C(=O)c2snc(C(N)=O)c2N)cc1OC`?
hERG WT inh: -8; Coupling enz: 1; TRPV1 ag: -1; a7 integrin act: -64%[inhibitor]; MBNL1 CUG block: 22%; S-ASM inh: 25%; A-T KAP1 phos: 2%; CXXC DNA block: 1%; GALK inh: 14%; KCNH2 3.1 block: 8

How did CN(C)/C=C/C(=O)c1ccc(-c2ccc(Cl)cc2Cl)o1 do in these assays?
hERG WT inh: -10; Coupling enz: 2; TRPV1 ag: 0; a7 integrin act: 0%; MBNL1 CUG block: 6%; S-ASM inh: 3%; A-T KAP1 phos: 3%; CXXC DNA block: inconclusive; GALK inh: -4%; KCNH2 3.1 block: 11

How did CCOC(=O)C1CCCN(C(=O)c2cccc(S(=O)(=O)N(C)c3ccc(OC)cc3)c2)C1 (stereo not given) do in these assays?
hERG WT inh: 19; TRPV1 ag: 16; a7 integrin act: -31%; S-ASM inh: -3%; A-T KAP1 phos: 3%; KCNH2 3.1 block: 0

Results for CCN(CC)C(=O)CSc1nc(Cc2ccccc2)nc2ccccc12 ?
hERG WT inh: 0; Coupling enz: 3; TRPV1 ag: inconclusive; a7 integrin act: -38%; MBNL1 CUG block: 78%[activator]; S-ASM inh: -1%; A-T KAP1 phos: 18%; CXXC DNA block: -2%; GALK inh: -3%; KCNH2 3.1 block: 2

Results for CCC(C)(C)NC(=O)CN(Cc1cccs1)C(=O)C(=O)Nc1ccc2c(c1)OCCO2 ?
hERG WT inh: -1; Coupling enz: -4; TRPV1 ag: inconclusive; a7 integrin act: 0%; MBNL1 CUG block: -20%; S-ASM inh: 2%; A-T KAP1 phos: 2%; CXXC DNA block: 1%; GALK inh: -4%; KCNH2 3.1 block: 6

How did CCc1ccc2nc(N(CCCN(C)C)C(=O)c3ccc(S(=O)(=O)N(C)C4CCCCC4)cc3)sc2c1 do in these assays?
hERG WT inh: -45; TRPV1 ag: 24; a7 integrin act: -54%[inhibitor]; MBNL1 CUG block: -7%; S-ASM inh: -13%; A-T KAP1 phos: 28%; CXXC DNA block: 43%[activator]; GALK inh: -5%; KCNH2 3.1 block: -72*

Results for Cc1ccc(S(=O)(=O)N[C@H](C(=O)NCC2CCC(C(=O)O)CC2)C(C)C)cc1 (stereo not given in full) ?
hERG WT inh: 11; Coupling enz: 1; TRPV1 ag: 1; a7 integrin act: -14%; MBNL1 CUG block: -7%; S-ASM inh: 4%; A-T KAP1 phos: -2%; CXXC DNA block: inconclusive; GALK inh: 5%; KCNH2 3.1 block: 20

What do the screens show for `CC(C)c1nc2ccccc2c2nnc(SCC(=O)NCc3ccco3)n12`?
hERG WT inh: -5; Coupling enz: 3; TRPV1 ag: inconclusive; a7 integrin act: -2%[7.66 µM]; MBNL1 CUG block: -1%; S-ASM inh: -3%; A-T KAP1 phos: 16%; CXXC DNA block: 4%; GALK inh: -2%; KCNH2 3.1 block: -6

Random excerpt: 2 records from the list, in no set order.
Results for Cc1ccc(S(=O)(=O)N[C@H](C(=O)NCC2CCC(C(=O)O)CC2)C(C)C)cc1 (stereo not given in full) ?
hERG WT inh: 11; Coupling enz: 1; TRPV1 ag: 1; a7 integrin act: -14%; MBNL1 CUG block: -7%; S-ASM inh: 4%; A-T KAP1 phos: -2%; CXXC DNA block: inconclusive; GALK inh: 5%; KCNH2 3.1 block: 20

How did CCc1ccc2nc(N(CCCN(C)C)C(=O)c3ccc(S(=O)(=O)N(C)C4CCCCC4)cc3)sc2c1 do in these assays?
hERG WT inh: -45; TRPV1 ag: 24; a7 integrin act: -54%[inhibitor]; MBNL1 CUG block: -7%; S-ASM inh: -13%; A-T KAP1 phos: 28%; CXXC DNA block: 43%[activator]; GALK inh: -5%; KCNH2 3.1 block: -72*

The listing continues.
How did Cc1cccc(C)c1NC(=O)Cn1nc(-c2ccccc2)nc1-c1ccccc1 do in these assays?
hERG WT inh: 0; Coupling enz: -1; TRPV1 ag: 0; a7 integrin act: 1%; MBNL1 CUG block: inconclusive; S-ASM inh: -3%; A-T KAP1 phos: 1%; CXXC DNA block: 17%; GALK inh: 0%; KCNH2 3.1 block: 14

How did CCn1c(C)c(C(C)=O)cc(C#N)c1=O do in these assays?
hERG WT inh: -9; Coupling enz: 6; TRPV1 ag: 3; a7 integrin act: 4%; MBNL1 CUG block: -10%; S-ASM inh: 0%; A-T KAP1 phos: 2%; CXXC DNA block: -10%; GALK inh: 2%; KCNH2 3.1 block: -3

Results for COC(=O)CC/C(=N/Nc1ccc(Cl)c(Cl)c1)C(=O)OC ?
hERG WT inh: 20; Coupling enz: 0; TRPV1 ag: 5; a7 integrin act: 1%; MBNL1 CUG block: 5%; S-ASM inh: 24%; A-T KAP1 phos: 15%; CXXC DNA block: 1%; GALK inh: 1%; KCNH2 3.1 block: -3

How did Cc1ccc(NC(=S)N2CCC(N(C)CC3CCCO3)CC2)cc1 (stereo not given) do in these assays?
hERG WT inh: -3; Coupling enz: 0; TRPV1 ag: 1; a7 integrin act: 4%; MBNL1 CUG block: -8%; S-ASM inh: 2%; A-T KAP1 phos: 6%; CXXC DNA block: -1%; GALK inh: -1%; KCNH2 3.1 block: 3

How did CC(=O)N1CCN(C(=O)COc2ccc3oc4c(c3c2)CCCC4)CC1 do in these assays?
hERG WT inh: 6; TRPV1 ag: -3; a7 integrin act: -7%; S-ASM inh: 0%; A-T KAP1 phos: -15%; KCNH2 3.1 block: 1

Results for Cc1cccc(CSc2ccc(-c3cccs3)nn2)c1 ?
hERG WT inh: -5; Coupling enz: 1; TRPV1 ag: inconclusive; a7 integrin act: 20%; MBNL1 CUG block: 19%; S-ASM inh: -5%; A-T KAP1 phos: 7%; CXXC DNA block: 13%; GALK inh: 1%; KCNH2 3.1 block: 7
